From PubChem BioAssay
p47phox inh = p47phox/p22phox peptide binding inhibitors, primary screen, biochemical, uHTS, NADPH oxidase regulatory subunit; Neutrophil cytosol factor 1 (Homo sapiens), P14598; fluorescence polarization, 2 h; inhibition, % at 24.7 µM; actives 0.53% (n = 220,000); AID 1274, 2008;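 also: 0% = p47phox with labelled peptide and 100% = labelled peptide alone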
Furin inh = human furin inhibitors, primary screen, biochemical, fluorescence intensity | inhibition, % at 30 µM | actives 0.061% (n = 220,000) | AID 463115, 2010 | P09958 | purified furin, fluorogenic substrate cleavage; in the data active = inhibition above about 25%; also: inactives centre near -15
eIF4E-4G inh = eIF4E–eIF4G protein interaction inhibitors, primary screen, biochemical, uHTS, TR-FRET, eIF4GI fragment; actives 0.37% (n = 220,000); Eukaryotic translation initiation factor 4E (Mus musculus) + Eukaryotic translation …; AID 782, 2007; TR-FRET eIF4E-eIF4GI(517-606) binding, 2 h; inhibition, % at 21.7 µM;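 also: 0% = full FRET control wells and 100% = background wells lacking eIF4GI fragment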
KLK5 inh = human KLK5 protease inhibitors, primary screen, biochemical, 1536-well | Kallikrein-5 (Homo sapiens), Q9Y337 | inhibition, % at 5 µM | actives 0.59% (n = 210,000) | recombinant hK5, fluorogenic AMC substrate cleavage;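 active = inhibition of 40% or more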;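 also: 0% = enzyme controls without compound and 100% = no-enzyme blanks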
Target sequence (Q9Y337 67-293 limits assumed): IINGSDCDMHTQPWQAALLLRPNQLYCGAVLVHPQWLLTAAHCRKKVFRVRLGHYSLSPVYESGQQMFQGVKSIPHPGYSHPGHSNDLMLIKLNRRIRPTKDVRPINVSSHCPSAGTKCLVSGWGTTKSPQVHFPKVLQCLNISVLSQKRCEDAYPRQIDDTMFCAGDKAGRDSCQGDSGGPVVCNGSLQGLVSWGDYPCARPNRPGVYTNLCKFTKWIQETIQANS
KCC2 mod = KCC2 cotransporter modulators, thallium flux, primary screen, cell-based, HEK293 KCC2, FluoZin-2 fluorescence, MLSMR. Solute carrier family 12 member 5 (Homo sapiens), Q9H2X9. actives 2.2% (n = 190,000). B-score of Tl+ flux slope (higher = more flux/activation; lower = inhibition) at 10 µM. KCC2 cells, thallium flux FluoZin-2 fluorescence;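 active = thallium flux slope and its plate-corrected score both differing from the plate sample mean at a set confidence after two filtering rounds, in either direction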;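 also: slope of fluorescence scaled to starting intensity during 10 to 20 s after thallium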
Rad51 HR inh = human RAD51 strand exchange inhibitors, primary screen, biochemical, fluorescence. DNA repair protein RAD51 homolog 1 (Homo sapiens), Q06609. hRad51 DNA strand exchange, fluorescence dequenching. inhibition, % at 10 µM. actives 0.085% (n = 200,000);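 active = inhibition above 40% at the single screening dose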;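 also: 0% = DMSO control wells and 100% = blanks with heterologous ssDNA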
Target sequence (Q06609 whole entry, looked up): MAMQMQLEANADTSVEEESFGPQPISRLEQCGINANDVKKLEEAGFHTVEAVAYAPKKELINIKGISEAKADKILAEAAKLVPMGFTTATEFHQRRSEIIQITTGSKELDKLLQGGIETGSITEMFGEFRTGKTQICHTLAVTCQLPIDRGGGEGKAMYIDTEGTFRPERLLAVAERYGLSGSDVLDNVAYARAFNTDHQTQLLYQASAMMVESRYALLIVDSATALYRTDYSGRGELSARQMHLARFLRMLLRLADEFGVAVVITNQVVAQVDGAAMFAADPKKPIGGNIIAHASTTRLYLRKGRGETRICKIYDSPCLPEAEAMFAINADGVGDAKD
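material = hRad51 filaments on single-stranded DNA | reagent = Donor/quencher-labelled 47-bp dsDNA substrate | compound = 10 µM final, single point | schedule = strand-exchange reaction 15 min at room temperature | measured by = fluorescein emission 520 nm, excitation 485 nm | read-out basis = % inhibition versus plate control and blank means | benchmarks = plate controls and plate blanks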
EBV gp42 block = Epstein-Barr virus gp42 inhibitors, primary screen, biochemical, uHTS, fluorescence polarization. Fluorescence polarization binding assay, mP read-out. inhibition, % (tested at 21.74 µM). actives 0.42% (n = 220,000). AID 1085, 2008. Glycoprotein 42 (Epstein-Barr virus (strain AG876)), Q1HVG2; in the data active = inhibition above about 50%
Target sequence (Q1HVG2 whole entry, looked up): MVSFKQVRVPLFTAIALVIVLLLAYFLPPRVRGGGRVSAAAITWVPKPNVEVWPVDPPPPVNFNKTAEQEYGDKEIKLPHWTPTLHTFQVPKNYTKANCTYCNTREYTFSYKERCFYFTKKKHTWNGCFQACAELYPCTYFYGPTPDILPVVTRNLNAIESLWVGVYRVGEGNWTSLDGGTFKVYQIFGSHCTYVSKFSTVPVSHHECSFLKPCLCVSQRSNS
Thrombin inh = human alpha-thrombin inhibitors, primary screen, counter-screen for coagulation protease inhibitor project, biochemical, 1536-well, fluorogenic AMC substrate; Prothrombin (Homo sapiens), P00734; Boc-VPR-AMC fluorogenic substrate cleavage; inhibition, % at 5 µM; actives 0.26% (n = 220,000);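 active = inhibition at or above 40%; inactive = inhibition below 40%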;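 also: 0% = enzyme with no compound and 100% = wells without enzyme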
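Assay system: human alpha-thrombin enzyme. Reagent: Boc-VPR-AMC substrate, 15 µM final. Compound dosing: one concentration per compound, 5 µM, with 0.2% DMSO. Incubation: room-temperature reaction. Technique: AMC fluorescence, 355/460 nm. Measure: % inhibition relative to enzyme controls and enzyme-free blanks.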
14-3-3 Bad PPI = inhibitors of 14-3-3 zeta/Bad binding, primary screen, biochemical, TR-FRET, bovine 14-3-3 zeta | TR-FRET 14-3-3zeta/Dy647-pBad peptide displacement, 1 h | inhibition, % at 21.7 µM | actives 0.71% (n = 220,000) | AID 781, 2007;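 active = inhibition above about 70%, limit read from the data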;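 also: 0% = full 14-3-3 plus peptide FRET controls and 100% = background without 14-3-3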
Target sequence (P63103 whole entry, looked up): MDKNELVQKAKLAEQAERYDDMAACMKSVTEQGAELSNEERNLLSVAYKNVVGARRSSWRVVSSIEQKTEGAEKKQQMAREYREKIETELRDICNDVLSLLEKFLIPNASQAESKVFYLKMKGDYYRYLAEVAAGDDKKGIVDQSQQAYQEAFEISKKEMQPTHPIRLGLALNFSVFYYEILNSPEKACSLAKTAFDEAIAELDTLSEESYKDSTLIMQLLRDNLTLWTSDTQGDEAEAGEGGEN
* = called active by the depositor; x = no result given; [ ] = dose if it differs, or a comment.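 The calls were made as follows, unless noted: active = inhibition above about 30% (limit read from the data); inactive = the rest.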

SMILES | p47phox inh | Furin inh | eIF4E-4G inh | KLK5 inh | KCC2 mod | Rad51 HR inh | EBV gp42 block | Thrombin inh | 14-3-3 Bad PPI
Cc1ccc(SCC(=O)Nc2ccccc2C(=O)N2CCOCC2)cc1 | -0.9 | -5.8 | 1.7 | -3.0 | -0.0758 | 1.8 | -12.3 | -9.1 | -7.3[fluorescence artefact?]
CCCc1cc(C(=O)NNC(=S)Nc2cccc(C)c2)cs1 | 0.6 | -27.7 | 3.2[fluorescence artefact?] | -70.4 | 31* | 3.6 | -9.3 | -3.6 | 7.8
N#CCSc1nc2c(cc1C#N)CCCC2 | 4.2 | -19.7 | 4.2 | 9.8 | 0.627 | 7.9 | -4.5 | -2.7 | 1.6
COc1cc(C(=O)N=c2sc3ccccc3n2C)cc(OC)c1OC | 8.9 | -0.9 | 2.4 | 6.5 | -0.962 | -9.6 | -0.1 | -5.5 | 3.8
O=C(c1cc(-c2ccccn2)nc2ccccc12)N1CCN(c2ncccn2)CC1 | 0.9 | -14.9 | 3.3 | -2.8 | -0.987 | 0.5 | 1.9 | -3.2 | -1.2
NC(=O)c1ccsc1NC(=O)Cc1ccc([N+](=O)[O-])cc1 | -10.5 | -18.2 | -3.2 | -0.4 | -0.209 | 23.6 | -10.9 | -3.0 | -13.9
CC1=C(C#N)C(=O)OC(C)(C)C1 | 13.5 | -20.7 | -0.1[fluorescence artefact?] | -2.2 | 0.69 | -12.3 | 14.7 | -4.9 | -9.5
COc1ccc(-c2cc(C(F)F)n3ncc(C(=O)Nc4cc(C)on4)c3n2)cc1 | -12.3 | -40.0 | 1.1 | -0.5 | -0.12 | 11.5 | -14.3 | 6.8 | -13.8
Cc1ccc2[nH]c3c(N4CCCCCC4)ncnc3c2c1 | -12.2 | 3.2 | 20.7 | -13.6 | x | x | -9.1 | 1.0 | -1.1[fluorescence artefact?]
CCN(CC)CCn1c(SCC(=O)Nc2cccc(OC)c2)nc2c(sc3ccccc32)c1=O | -9.6 | -13.6 | -0.7 | 1.2 | -0.0386 | -21.9 | 2.5 | -15.1 | 18.6
COc1ccc(O)c(C(=O)c2cnn(C(=O)c3cc(C)oc3C)c2)c1 | -6.2 | -10.3 | 5.7 | 6.9 | -1.37 | -6.7 | -4.3 | -5.4 | 13.7
CC(NC(=O)c1cc2ccccc2o1)c1ccccc1 (centres undefined) | -5.8 | -28.7 | 0.8 | 6.3 | -0.393 | 1.0 | -11.3 | 0.6 | -1.9
CC(=O)Nc1sc(C)c(C)c1C(=O)OCC(=O)Nc1cc(S(C)(=O)=O)ccc1Cl | -34.2 | -20.4 | 6.9 | 7.8 | 0.954 | -13.5 | -19.7 | -5.1 | 33.9
C=CCSC1=C(C#N)C(c2ccccc2OCC)CC(=O)N1 (centres undefined) | -9.6 | -8.0[20 µM] | 4.7[fluorescence artefact?] | 4.8 | x | -4.2 | -7.5 | 4.8 | -0.1[fluorescence artefact?]
Cc1ccc(NC(=S)N(N)CCO)cc1 | -4.2 | -26.1 | 0.2 | 4.2 | -0.248 | -9.4 | -14.7 | 8.8 | -8.3
COc1ccc(/C=N\Nc2ccc([N+](=O)[O-])cc2[N+](=O)[O-])c(C(=O)O)c1OC | -8.6 | -14.4 | 7.4 | -1.4 | 0.914 | -3.8 | -9.7 | 0.8 | 0.2
CCCCCCSc1ncc(C#N)c(N)n1 | -11.4 | -19.8 | -1.0 | 4.1 | -0.202 | 6.3 | -7.5 | -0.4 | 5.4
NC(=O)[C@@H]1CCCCNc2c(I)cc([N+](=O)[O-])cc2C(=O)N[C@@H](CCC(=O)O)C(=O)N[C@@H](CO)C(=O)N1 | -15.4 | -11.9 | 0.9 | -14.1 | -2.12 | -3.4 | 2.2 | -1.2 | 8.2
COc1ccc2cc(CN(CC3CCCO3)C(=S)NCc3ccco3)c(=O)[nH]c2c1 (centres undefined) | -10.5 | -13.2 | -1.7 | -3.0 | -1.24 | 5.6 | 3.5 | -9.0 | -21.0
N#CCC(=O)Nc1ccc(C(=O)NCc2cccc(Cl)c2)cc1 | -32.7 | -20.3 | -2.5 | 9.6 | -0.307 | -49.9 | -10.5 | 4.2 | -0.3
Cn1cc(C2N3CC4(C)CN2CC(C)(C3)C4=O)c2ccccc21 (centres undefined) | -10.0 | -5.2 | 8.2 | -7.0 | -0.012 | -7.3 | -10.7 | 7.2 | -0.6
Cc1cccc(NC(=O)CN2C(=O)N/C(=C\c3cccn3-c3cccc(C(=O)O)c3)C2=O)c1 | -14.7 | -16.0 | 5.0 | 3.1 | -1.71 | 8.4 | -26.0 | -7.3 | 0.5
COc1ccc2c(c1)C1(Nc3ccccc3-c3nc4ccccc4n31)C(=O)N2 (centres undefined) | -21.3 | -15.9[20 µM] | 2.3 | -2.0 | -0.054 | 6.3 | -9.1 | -4.5 | 12.7
O=C(CCNS(=O)(=O)c1cccs1)NCc1cccs1 | -4.2 | -29.6 | -0.5[fluorescence artefact?] | -1.0 | x | 0.3 | -14.8 | -4.8 | 1.2[fluorescence artefact?]
COc1ccc(Br)c(C(=O)NC(C)(C)CO)c1 | -5.5 | -20.9 | 0.3 | 3.9 | 0.146 | 8.6 | -7.4 | -4.6 | -4.4
O=C(Nc1ccc2oc(-c3ccccc3)nc2c1)c1ccccc1F | 13.8 | -13.0[20 µM] | -4.6[fluorescence artefact?] | -2.9 | -0.114 | -7.7 | -13.8 | 4.5 | -6.3[fluorescence artefact?]
Cc1cc(C)n(-c2ccc(C(=O)NCCCN3CCOCC3)cc2)n1 | 8.4 | -21.0 | 0.1 | -4.5 | 0.337 | -6.8 | -1.2 | x | 5.7
CCn1c(SC/C=C/c2ccccc2)nnc1-c1cnccn1 | -6.5 | -6.8 | 3.0 | -1.7 | -3.67 | 0.4 | -11.4 | 10.3 | 0.8
COC(=O)C1=NN(c2ccccc2)C2C(=O)N(c3ccccc3OC)C(=O)C12 (centres undefined) | -12.2 | -12.7 | 5.6 | -29.1 | 0.439 | x | 2.0 | -7.0 | 4.5
Cn1c(CN2CCOCC2)nc2cc(NC(=O)c3ccc(Cl)cc3)ccc21 | -0.5 | -24.1 | 0.4 | -3.7 | -0.317 | 5.1 | 4.3 | -0.7 | 3.7
Cc1nc2sc3c(c2c(=N)n1N)CC(C)(C)OC3 | -16.3 | -8.2[20 µM] | 5.6 | 2.4 | x | 1.2 | -12.3 | 4.0 | -0.2
Cc1ccc(-n2nnnc2SCC(=O)N2c3ccccc3NC(=O)C2(C)C)cc1 | -10.6 | -0.6 | 0.4 | 5.7 | 0.419 | -10.3 | -16.3 | -7.8 | 2.4
Cc1cc(NC(=O)C2CC2)n(-c2nc3ccccc3s2)n1 | -26.2 | -10.3 | 0.5 | -2.8 | -0.255 | -6.6 | -23.0 | x | -4.3
COc1cc(NC(=O)c2ccc3snnc3c2)cc(OC)c1 | -7.4 | -25.2 | -0.5 | 3.1 | 0.0239 | 3.4 | -7.4 | -0.7 | -6.9
Cc1noc(C)c1N=Nc1ccccc1C(=O)O | x | -32.7 | 2.8 | x | -0.106 | x | -7.8 | 2.1 | 5.2
O=C(NNc1nc2cc3c(cc2s1)OCO3)c1cccc(F)c1 | 3.6 | -3.6 | 5.0[fluorescence artefact?] | -24.6 | 1.1 | x | 6.0 | 0.1 | -2.5
Cc1ccc(OCCNC(=O)/C=C/c2ccco2)cc1C | -13.7 | -15.0 | 3.4 | -2.0 | 0.53 | -2.3 | -7.5 | 2.0 | 48.5
Cc1ccc(-c2csc3ncn(CC(=O)N4CCOCC4)c(=O)c23)cc1C | -17.7 | -1.6[20 µM] | -5.9[fluorescence artefact?] | -22.4 | x | -4.5 | -15.1 | 3.2 | -12.1[fluorescence artefact?]
O=C(O)CCCNc1ccc([N+](=O)[O-])c(NCCCC(=O)O)n1 | -13.0 | -8.1 | -1.3 | -8.6 | 0.439 | 21.8 | -1.3 | 1.4 | 1.2
C=CCn1c(C)cc(C(=O)COc2ncnc3sccc23)c1C | -14.8 | -16.8 | 1.0 | 10.2 | -0.608 | -0.7 | -16.5 | -1.5 | -7.7
Cc1oc2c(O)c(O)ccc2c(=O)c1-c1cnn(-c2ccccc2)c1 | -5.5 | -15.6 | -15.4 | 31.5 | -0.778 | 5.0 | 6.3 | 12.9 | -9.7
CC1=NN(C(N)=S)C(=O)C1N=Nc1ccc(C)cc1C (centres undefined) | -14.8 | -1.0[20 µM] | 8.6 | -23.8 | 20.8* | x | -33.1 | 1.5 | 2.2
O=C(c1ccc(-c2cc3ccccc3oc2=O)cc1)N1CCN(c2ccc(Cl)cc2[N+](=O)[O-])CC1 | -1.5 | -12.1 | 21.9 | -10.4 | -0.0209 | 9.9 | 4.2 | -3.1 | 2.8
N#Cc1cccn1-c1nccc(-c2cccs2)n1 | -9.9 | -14.0 | 2.1 | -0.9 | -0.804 | -8.2 | -2.1 | -3.5 | 0.9
Cc1cc(=O)[nH]c(NN=C2CCC(C(C)(C)C)CC2)n1 (centres undefined) | 2.8 | -32.6 | 3.0 | -2.2 | -0.407 | -1.9 | -7.5 | -5.0 | -3.9
Cc1cccc(Cc2nnc(CCC(=O)N3CCCCC3c3nccs3)o2)c1 (centres undefined) | -0.6 | -26.8 | -1.1 | x | -0.0947 | -34.3 | -6.0 | -3.4 | -6.9

Full records from above. Order of values: p47phox inh	Furin inh	eIF4E-4G inh	KLK5 inh	KCC2 mod	Rad51 HR inh	EBV gp42 block	Thrombin inh	14-3-3 Bad PPI
Cc1ccc(OCCNC(=O)/C=C/c2ccco2)cc1C is listed with -13.7	-15.0	3.4	-2.0	0.53	-2.3	-7.5	2.0	48.5
Cc1ccc(-c2csc3ncn(CC(=O)N4CCOCC4)c(=O)c23)cc1C is listed with -17.7	-1.6[20 µM]	-5.9[fluorescence artefact?]	-22.4	x	-4.5	-15.1	3.2	-12.1[fluorescence artefact?]
Cc1noc(C)c1N=Nc1ccccc1C(=O)O is listed with x	-32.7	2.8	x	-0.106	x	-7.8	2.1	5.2
O=C(O)CCCNc1ccc([N+](=O)[O-])c(NCCCC(=O)O)n1 is listed with -13.0	-8.1	-1.3	-8.6	0.439	21.8	-1.3	1.4	1.2
CC1=NN(C(N)=S)C(=O)C1N=Nc1ccc(C)cc1C (centres undefined) is listed with -14.8	-1.0[20 µM]	8.6	-23.8	20.8*	x	-33.1	1.5	2.2

Compounds as they come; overall some 4.7% were active at least once.
